PI5P4K alpha inh: inhibitors of human PI5P4K alpha. P48426. PI5P4Kalpha enzyme, ADP-Glo luminescence, 60 min; active compounds read low. max response, %. actives 1.2% (n = 330,000). AID 652105; active = max response of -50% or lower; inconclusive = between -30% and -50%; inactive = -30% or higher; note: value at the top dose of about 77 µM; % is set by controls: 0 for no effect and ±100 for the full control effect
Target sequence (P48426 whole entry, looked up): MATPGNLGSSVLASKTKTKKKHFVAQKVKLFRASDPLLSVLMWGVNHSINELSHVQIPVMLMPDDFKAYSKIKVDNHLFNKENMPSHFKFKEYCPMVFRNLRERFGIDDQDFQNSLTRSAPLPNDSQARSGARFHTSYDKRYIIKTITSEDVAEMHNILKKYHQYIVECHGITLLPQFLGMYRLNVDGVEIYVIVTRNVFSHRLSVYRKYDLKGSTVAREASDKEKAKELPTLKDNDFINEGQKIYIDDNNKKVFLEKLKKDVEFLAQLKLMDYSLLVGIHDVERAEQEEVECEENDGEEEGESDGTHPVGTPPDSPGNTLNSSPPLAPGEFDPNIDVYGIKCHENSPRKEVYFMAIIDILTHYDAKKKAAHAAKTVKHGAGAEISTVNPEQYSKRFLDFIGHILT
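Single end-point luminescence (ADP-Glo) quantified ADP from PI5P4Kalpha turnover; ATP 5 microM final, 1 h at RT, 0.1% CHAPS and 0.28 mM EGTA in HEPES pH 7.4.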
PLK1 PBD inh: PLK1 (human) polo-box domain binding inhibition; Potency, µM, inactives show max response, negative = inhibition, hits mostly inhibitors; Plk1 PBD binding of FITC phosphopeptide, fluorescence polarization; actives 2.8% (n = 360,000); AID 720504; note: potency is the fitted concentration of half-maximal effect; series mostly up to about 57 µM; % is set by controls: 0 for no effect and ±100 for the full control effect; nearly all actives have a fitted effect of over 65% in size
Target sequence (P53350 whole entry, looked up, the tested form may be a part): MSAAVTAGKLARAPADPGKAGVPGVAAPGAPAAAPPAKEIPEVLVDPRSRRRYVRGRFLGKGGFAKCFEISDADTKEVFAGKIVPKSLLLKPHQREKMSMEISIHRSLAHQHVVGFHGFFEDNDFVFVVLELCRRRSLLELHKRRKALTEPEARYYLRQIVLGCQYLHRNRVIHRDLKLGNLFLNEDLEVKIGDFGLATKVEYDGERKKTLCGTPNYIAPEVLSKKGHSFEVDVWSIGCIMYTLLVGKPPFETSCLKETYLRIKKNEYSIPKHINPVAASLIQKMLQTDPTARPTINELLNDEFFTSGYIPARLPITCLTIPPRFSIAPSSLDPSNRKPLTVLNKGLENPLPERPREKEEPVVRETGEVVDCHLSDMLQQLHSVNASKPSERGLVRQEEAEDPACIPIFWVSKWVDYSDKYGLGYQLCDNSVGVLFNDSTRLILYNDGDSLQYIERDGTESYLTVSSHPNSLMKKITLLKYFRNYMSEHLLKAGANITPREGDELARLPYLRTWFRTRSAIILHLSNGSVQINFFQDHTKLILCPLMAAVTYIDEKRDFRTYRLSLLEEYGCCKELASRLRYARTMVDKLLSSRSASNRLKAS
IL-2 act: activators of IL-2; IL-2 activation reporter assay, cell-based qHTS; stimulated with anti-CD3/CD4/CD28 beads; in transgenic mouse T cells; activation, % (series mostly up to about 46 µM); actives 0.065% (n = 360,000); in the data active = activation above about 50%; inconclusive = mostly about 30% to 49%; note: 0% is about no effect
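Readout: EGFP and DsRed signals by fluorescent plate cytometry. Unstimulated transgenic mouse T cells received compound 60 min before antibody-bead stimulation, then incubated 18 h at 37 degrees C.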
FUS suppressor: rescues growth of FUS-expressing yeast. S. cerevisiae FUS-expressing, growth rescue, OD600, 24 h. Potency, µM (series often up to 76.6 µM), without a hit: top-dose growth rescue (activation), actives largely listed as activators. actives 0.24% (n = 390,000). AID 1347120;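 note: potency is the fitted concentration of half-maximal effect; plate controls were DMSO vehicle for no effect and reference control for full effect; nearly all actives have a fitted effect of over 55% in size; some results filed as inactive show a strong effect at the top dose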
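Steps: raffinose overnight preculture; dilution to OD 0.005 in 2% galactose minimal medium; compound addition (concentration series); 24hr at 30C, 99% humidity; absorbance read at 600 nm.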
EPAC1 ag: agonists of human EPAC1. EPAC1 agonist qHTS, biochemical assay; response scale: 100% = response to 6.5 mM cAMP. actives 0.073% (n = 360,000). Potency, µM (top dose mostly 154 µM), inactives show top-dose activation, most hits filed as activators; note: potency is the fitted concentration of half-maximal effect; nearly all actives have a fitted effect of over 60% in size
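Normalized to 6.5 mM cAMP, activity reflects EPAC1-catalysed release of BODIPY-GDP from Rap1B, followed kinetically over 30 min at 480 nm excitation, 540 nm emission. Reaction contained 100 nM EPAC1, 250 nM Rap1B-BODIPY-GDP, 50 uM GDP.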
WRN inhibitor: WRN helicase (human) inhibition. AID 651768. Q14191. actives 0.46% (n = 360,000). WRN helicase unwinding, fluorescent forked duplex, kinetic. Potency, µM (titrated, usually from 114 µM), for inactives: at the top dose activity change, negative = inhibition, hits mostly inhibitors; note: potency is the fitted concentration of half-maximal effect; % is set by controls: 0 for no effect and ±100 for the full control effect; nearly all actives have a fitted effect of over 55% in size
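Fluorescence dequenching readout, ex 525 nm/em 598 nm, kinetic mode: forked duplex DNA (100 nM final) with adjacent fluorophore and quencher unwound by WRN (20 nM final) with 2 mM ATP. Compound preincubation 15 min, room temperature.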
aSyn yeast inh: inhibitors of alpha-synuclein toxicity in yeast. Yeast expressing alpha-synuclein, growth rescue, BacTiter-Glo, 24 h. Potency, µM (highest dose often 46.1 µM), without a hit: at the highest dose growth rescue (activation), hits mostly activators. actives 0.14% (n = 370,000). AID 652106; note: potency is the fitted concentration of half-maximal effect; % of control where 0% means no effect; nearly all actives have a fitted effect of over 65% in size
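Screening used galactose-induced yeast with toxic alpha-synuclein levels, exposed to compound for 24 hr at 30 deg C. Cell growth, read with BacTiter-Glo luminescence, gave the measured signal.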
Abeta rescue: compounds reversing amyloid beta toxicity in yeast | yeast expressing A-beta42, growth rescue, OD600, 48 h; response scale: 0% DMSO, 100% iron-clioquinol control | Potency, µM (highest dose often 46.1 µM), for inactives: top-dose growth rescue, actives largely listed as activators | actives 0.063% (n = 410,000) | AID 1347071; note: potency is the fitted concentration of half-maximal effect; nearly all actives have a fitted effect of over 55% in size
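Yeast A-beta toxicity model in growth medium with pinned compounds, 48 h at 30 C; growth read as absorbance at 600 nm. Normalized to FeCl3/clioquinol equimolar mix (positive) and DMSO (negative).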
EPAC1 antag: blocks human EPAC1 exchange factor | Potency, µM (titrated, usually from 115 µM), for the others: at the top dose activity change, negative = inhibition, actives largely listed as inhibitors | O95398 | AID 720709 | EPAC1 GEF assay, Rap1b-BODIPY-GDP exchange fluorescence | actives 0.14% (n = 360,000);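 note: potency is the fitted concentration of half-maximal effect; plate controls were vehicle for no effect and positive control for full effect; nearly all actives have a fitted effect of over 50% in size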
The depositor's hits bear a star; ? = inconclusive; / = no result given; [ ] = dose if it differs, or a comment. Unless noted, calls come from the whole dose curve; as a rule, active = well fitted curve in the direction sought with a large enough effect; inconclusive = small, poorly fitted or top-dose-only effect, or another doubt; inactive = no such curve, though single readings can be large; an effect the other way counts as inactive or inconclusive.

A first look:
mol	PI5P4K alpha inh	PLK1 PBD inh	IL-2 act	FUS suppressor	EPAC1 ag	WRN inhibitor	aSyn yeast inh	Abeta rescue	EPAC1 antag
C(=C\c1ccccc1)/CSc1nnc(-c2ccccc2)n1Cc1ccco1	/	-8.7%	-2.1	37.9%	16.1%	-7.9%	1.7%	-12.2%	0.0%
Cc1ccc(-c2cc3nc(-c4ccccc4)cc(N4CCOCC4)n3n2)cc1	1.7	26.7µM*	-2.3	4.2%	7.7%	2.8%	-5.9%	-3.5%	-3.5%

The listing, from the start:
mol	PI5P4K alpha inh	PLK1 PBD inh	IL-2 act	FUS suppressor	EPAC1 ag	WRN inhibitor	aSyn yeast inh	Abeta rescue	EPAC1 antag
C(=C\c1ccccc1)/CSc1nnc(-c2ccccc2)n1Cc1ccco1	/	-8.7%	-2.1	37.9%	16.1%	-7.9%	1.7%	-12.2%	0.0%
Cc1ccc(-c2cc3nc(-c4ccccc4)cc(N4CCOCC4)n3n2)cc1	1.7	26.7µM*	-2.3	4.2%	7.7%	2.8%	-5.9%	-3.5%	-3.5%
COc1ccc(C(=O)OCC(=O)NCC2CCCO2)cc1[N+](=O)[O-] (configuration not stated)	-0.9	-2.3%	0.4	-40.9%	17.2%	2.0%	0.5%	8.2%	5.0%
CN(c1ccc(OCC(=O)N2CCCCC2)cc1)S(=O)(=O)c1cccs1	1.4	-5.6%	0.6	7.7%	-0.3%	1.4%	1.9%	-21.0%	9.3%
Cc1ccc(F)c(S(=O)(=O)NC(=O)C2(C)CCN2C(=O)Cc2ccccc2)c1 (configuration not stated)	-4.6	-2.3%	1.3	-13.1%	10.0%	-3.2%	0.9%	5.7%	1.3%
COc1ccc(C(=O)N2N=C3CC(C)(C)OCC3C2c2ccccc2)cc1 (configuration not stated)	10.3	-0.3%	0.0	21.8%	-1.9%	-34.2%[57.1 µM]	0.5%	-11.3%	23.1%
O=C(Nc1ccccc1C(=O)NCc1cccnc1)c1ccccc1F	1.8	-1.7%	-2.2	9.0%	-2.8%	18.2%	-1.2%	-2.1%	7.9%
COCCN(C(=O)COC(=O)C1CCCCC1)c1c(N)n(Cc2ccccc2)c(=O)[nH]c1=O	2.0	-9.0%	0.1	-2.2%	-5.0%	12.2%	1.8%	-3.0%	10.0%
CC(NC(=O)c1ccccc1Cl)c1nnc(SCC(=O)Nc2ccc(C(=O)O)cc2)n1C (configuration not stated)	-24.1	-3.2%	-1.6	8.6%	-1.5%	1.4%	6.2%	9.9%	-8.9%
Cc1cccc(C)c1OCc1cc(C(=O)N2CCC(C3CCCCC3)C2)no1 (configuration not stated)	-0.4	-6.8%	-3.1	43.5%	0.1%	?	1.1%	8.9%	1.6%
COC(=O)c1cc(OC)c(OC)cc1NC(=O)c1cc(-c2ccccc2)nc2ccccc12	/	-1.4%	1.5	17.9%	1.7%	2.0%	3.1%	-0.4%	-10.0%
Cc1ccnc(NC(=O)COC(=O)C23CC4CC(CC(C4)C2)C3)n1	0.3	-3.4%	0.6	7.1%	5.1%	-9.9%	-2.3%	-11.8%	1.1%
COc1ccc(CCNC(=O)c2cnc3n(c2=O)CCS3)cc1OC	/	-11.8%	0.5	29.4%	2.6%	-2.7%	1.2%	0.1%	2.2%
CCN1CCN(S(=O)(=O)c2ccc(Cl)c(C(=O)N(C)C3CCCCC3)c2)CC1	-13.5	-9.4%	-1.3	-24.0%	7.2%	5.3%	-2.4%	-8.8%	3.8%
O=C(O)CS(=O)CC(=O)NCc1cccc(C(F)(F)F)c1 (configuration not stated)	5.6	-3.9%	-1.0	-8.7%	-3.7%	-0.8%	2.9%	1.0%	-2.2%

An excerpt from above, reduced to FUS suppressor and aSyn yeast inh:
canonical_smiles	FUS suppressor	aSyn yeast inh
COc1ccc(C(=O)N2N=C3CC(C)(C)OCC3C2c2ccccc2)cc1 (configuration not stated)	21.8%	0.5%
CN(c1ccc(OCC(=O)N2CCCCC2)cc1)S(=O)(=O)c1cccs1	7.7%	1.9%
COc1ccc(CCNC(=O)c2cnc3n(c2=O)CCS3)cc1OC	29.4%	1.2%
CCN1CCN(S(=O)(=O)c2ccc(Cl)c(C(=O)N(C)C3CCCCC3)c2)CC1	-24.0%	-2.4%
Cc1ccc(F)c(S(=O)(=O)NC(=O)C2(C)CCN2C(=O)Cc2ccccc2)c1 (configuration not stated)	-13.1%	0.9%
Cc1ccnc(NC(=O)COC(=O)C23CC4CC(CC(C4)C2)C3)n1	7.1%	-2.3%

Carrying on.
mol	PI5P4K alpha inh	PLK1 PBD inh	IL-2 act	FUS suppressor	EPAC1 ag	WRN inhibitor	aSyn yeast inh	Abeta rescue	EPAC1 antag
COc1ccc(-c2nc(-c3ccccc3)c(-c3cc([N+](=O)[O-])ccc3C)[nH]2)cc1OC	3.8	-19.8%	-2.8	31.4%	16.2%	-11.0%	-13.4%	-9.9%	?
CNC(=O)c1c(C)[nH]c(=S)c(C#N)c1-c1ccco1	?	?	1.2	14.5%	4.2%	2.6%[11.6 µM]	7.4%	2.8%	-27.8%
Cn1c(SCC(=O)Nc2ccc(N3CCOCC3)cc2)nnc1-c1ccccc1F	3.0	-9.9%	-0.6	22.1%	6.1%	-1.9%	-2.1%	-13.6%	-0.4%
O=[N+]([O-])c1cc(/C=N/N2CCN(Cc3ccccc3)CC2)ccc1Cl	4.6	-6.7%	-0.2	12.4%	10.6%	-10.5%	-0.2%	-6.5%	0.3%
O=C(Nc1ccc(F)cc1F)c1ccc2c(c1)[nH]c(=O)n2Cc1ccc(F)cc1	-13.5	-5.4%	-0.1	-24.3%	-8.5%	6.4%	0.3%	7.2%	-10.0%
COc1cccc(-c2ccc3nnc(SCC(=O)N4CCOCC4)n3n2)c1	7.0	-1.3%	-0.9	-15.3%	2.4%	7.0%	0.8%	14.4%	1.7%
COc1ccc(CN2C(=O)c3ccccc3C2=O)cc1C(=O)N(C)CC(=O)Nc1ccc(F)cc1	2.8	-2.2%	-0.4	/	6.0%	0.2%	-1.8%	9.6%	5.2%
CCC/C(=C1/c2ccccc2C(=O)N1c1ccccc1)c1ccc(O[C@@H]2CCCCO2)cc1	2.3	8.0%	-0.6	27.9%	-10.0%	2.2%	-0.2%	4.7%	-5.8%
N=c1c(C(=O)NCc2ccc(F)cc2)cc2c(=O)n3ccccc3nc2n1CCCN1CCOCC1	1.9	0.2%	-0.2	28.4%	1.9%	0.3%	-1.1%	2.9%	7.1%
COc1cc(OC)cc(C(=O)N[C@H](C(=O)OCC(=O)Nc2ccc(C(N)=O)cc2)C(C)C)c1	-4.8	-1.7%	5.0	9.1%	-8.2%	-1.4%	-8.4%	-11.7%	20.3%
C=CCN1C(=O)C2(OCCO2)c2cc(C)ccc21	4.4	1.9%	-1.5	-2.7%	-9.8%	5.8%	0.7%	-15.5%	-0.2%
CCOC(=O)C1=C(O)C(=O)N(Cc2cccnc2)C1c1ccc(C)cc1 (configuration not stated)	0.2	-4.9%	-2.2	3.6%	8.0%	2.5%	3.5%	-5.9%	3.1%
Cc1nnc(-c2cccc(Br)c2)c2cn(-c3ccc(Br)cc3)nc12	0.4	25.9%	-0.4	/	3.7%	-12.6%	-2.3%	-16.2%	-10.1%
OCCC1CN(Cc2ccc(-c3ccco3)cc2)CCN1Cc1ccsc1 (configuration not stated)	3.9	-2.1%	0.4	-15.4%	-5.3%	-1.5%	8.4%	6.1%	-7.1%
O=C(COC(=O)CNC(=O)c1cccc(OC(F)F)c1)NNC(=O)c1ccccc1	-5.2	-1.3%	0.1	-11.5%	-11.0%	5.8%	-3.8%	4.1%	-17.2%
COc1cccc(-c2csc(N3CCN(S(=O)(=O)c4ccc(F)cc4)CC3)n2)c1	/	-6.3%	-2.8	17.7%	2.7%	2.1%	4.2%	-0.5%	2.1%
CCOC(=O)CC1C(=O)NCCN1C(=O)c1ccc(Cl)c(Cl)c1 (configuration not stated)	-1.1	-11.2%	-0.5	12.8%	8.5%	8.1%	0.7%	0.2%	9.4%
CC1(C)Cc2c(sc3nc[nH]c(=O)c23)CO1	-17.6	3.9%	-4.2	8.1%	1.8%	2.0%	-4.5%	-8.9%	-20.8%
CC(=O)c1cc2c(cc1NC(=O)Cc1c(C)noc1C)OCO2	-4.9	-2.2%	1.1	8.8%	-0.7%	-5.3%	13.1%	8.3%	-11.0%
C=C1CCN(c2ccc(C(=O)NCc3ccccc3)cc2[N+](=O)[O-])CC1	-10.3	2.6%	0.9	4.0%	4.9%	3.6%	15.2%	5.7%	0.8%
Cc1cc(C(=O)Nc2ccc3nc(C)sc3c2)c2ccccc2n1	-1.3	-9.3%	1.5	-5.5%	9.5%	-8.6%	-6.3%	-5.6%	-15.9%
CC(=O)c1ccc([C@H]2C[C@@]34CN(C(=O)OC(C)(C)C)S(=O)(=O)[C@H]3C[C@H]2O4)cc1	0.5	-5.0%	-0.1	-29.5%	-17.7%	-6.8%	1.2%	4.3%	-13.4%
CCOC(=O)N1CCN(c2ccc3nnnn3n2)CC1	-3.7	-0.1%	0.1	-27.0%	0.0%	-1.5%	-8.9%	14.1%	-0.3%
COCCn1c(=O)[nH]c2cc(C(=O)N3CCN(c4cccc(C)c4C)CC3)ccc2c1=O	-5.9	0.1%	-0.7	4.4%	-5.2%	5.0%	-0.2%	-2.1%	0.2%
COc1ccc(COC(=O)C2=C(C)NC(=O)NC2c2ccc(F)cc2)cc1 (configuration not stated)	-4.0	-14.1%	-0.4	7.7%	8.8%	-2.1%	7.1%	15.5%	-28.9%
CCOC(=O)Cc1cnc(NC(=O)CSc2nc(C(C)C)cc(=O)[nH]2)s1	7.6	-5.9%	-2.0	-0.3%	9.2%	-9.7%	-3.5%	6.7%	-19.0%
CNC(=O)c1ccc(Nc2nnc(-c3ccc(C(N)=O)cc3)c3ccccc23)cc1	7.9	-11.2%	-2.1	20.7%	-4.0%	-22.3%	2.9%	-18.3%	-16.9%

Source: PubChem BioAssay
